Screens as filed in PubChem BioAssay.
RGS7-Gao = human RGS7-Galphao interaction regulation; P09471; Multiplexed bead flow cytometry, RGS7-Galphao binding; actives lie on both sides; binding response (% of control), % at 10 µM; 0.35% of 220,000 active; AID 1439; in the data active = binding response below about 49% or above about 150%; inconclusive = no clear call, values can overlap the other calls; inactive = in between;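 note: fluorescent Galphao held in activated GDP-AlF4 state binding bead-coupled RGS7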
Target sequence (P09471 whole entry, looked up): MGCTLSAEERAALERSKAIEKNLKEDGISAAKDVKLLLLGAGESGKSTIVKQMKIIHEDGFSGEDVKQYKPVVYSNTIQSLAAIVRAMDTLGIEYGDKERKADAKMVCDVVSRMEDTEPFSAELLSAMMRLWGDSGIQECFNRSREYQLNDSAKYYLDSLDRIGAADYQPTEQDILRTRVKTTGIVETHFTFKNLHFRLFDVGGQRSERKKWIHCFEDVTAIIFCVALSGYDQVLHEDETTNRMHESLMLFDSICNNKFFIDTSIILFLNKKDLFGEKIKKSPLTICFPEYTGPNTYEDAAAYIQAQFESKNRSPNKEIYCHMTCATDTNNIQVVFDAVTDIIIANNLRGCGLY
Bim-Bcl-B = human Bim-Bcl-B interaction inhibition; Q9HD36; bead-based flow cytometry, Bim peptide-Bcl-B binding; inhibition, % at 10 µM; 0.073% of 190,000 active;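 note: 0% = tracer peptide without compound and 100% = reference inhibitor peptide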
Target sequence (Q9HD36 whole entry, looked up): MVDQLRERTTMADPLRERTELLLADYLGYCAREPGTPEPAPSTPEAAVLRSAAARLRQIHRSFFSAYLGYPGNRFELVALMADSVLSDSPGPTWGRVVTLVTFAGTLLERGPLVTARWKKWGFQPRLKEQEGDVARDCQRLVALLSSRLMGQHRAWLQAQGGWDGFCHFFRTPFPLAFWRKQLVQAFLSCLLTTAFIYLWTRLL
Bim-Bfl-1 = inhibitors of Bim-Bfl-1 interaction, human; 0.12% of 190,000 active; AID 1008; Q16548; inhibition, % at 10 µM; Bead-based flow cytometry, Bim-Bfl-1 binding inhibition;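 note: 0% = wells without compound plus tracer and 100% = blocker peptide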
Mcl1 Bid PPI = Mcl-1/Bid interaction inhibition; Q07820; TR-FRET Mcl-1/Bid-Dy647 peptide binding, 1536-well; inhibition, % at 21.7 µM; 0.97% of 220,000 active; AID 1021;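 active = compounds that cut the binding signal by more than half at the single screening dose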;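 note: His-tagged Mcl-1 with europium anti-His antibody binding Bid BH3 peptide; 0% = Mcl-1 plus peptide wells and 100% = peptide-only wells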
Target sequence (Q07820 whole entry, looked up): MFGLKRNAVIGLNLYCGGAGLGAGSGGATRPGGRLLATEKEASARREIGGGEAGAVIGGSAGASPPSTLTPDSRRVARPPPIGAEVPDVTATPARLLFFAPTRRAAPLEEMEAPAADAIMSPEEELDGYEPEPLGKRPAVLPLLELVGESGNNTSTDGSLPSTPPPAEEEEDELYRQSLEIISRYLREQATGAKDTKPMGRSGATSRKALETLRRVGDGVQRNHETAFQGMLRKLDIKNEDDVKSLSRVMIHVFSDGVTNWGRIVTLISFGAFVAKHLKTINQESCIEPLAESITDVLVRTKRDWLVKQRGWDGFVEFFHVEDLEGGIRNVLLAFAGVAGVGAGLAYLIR
RGS8-Gao reg = regulators of human RGS8-Galphao interaction; P09471; multiplexed bead flow cytometry, RGS8-Galphao binding; actives lie on both sides; response (percent of control binding), % at 10 µM; 0.34% of 220,000 active; in the data active = response below about 60% or above about 140%; inactive = in between;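 note: Galphao activated as the GDP aluminium fluoride complex binding bead-coupled RGS8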
RGS4-Gao reg = modulates binding of RGS4 to human Galphao | P09471 | Multiplexed bead flow cytometry; actives lie on both sides | binding response (% of control), % at 10 µM | 0.33% of 220,000 active | AID 1415; in the data active = binding response below about 49% or above about 150%; inactive = in between;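 note: fluorescent Galphao activated with aluminum fluoride binding bead-coupled RGS4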
GSH fluor = compound fluoresces at 488/530 nm on GSH beads; GSH beads flow cytometry, compound fluorescence 488/530 nm; hits give high values; fluorescence (KMESF) at 10 µM; 0.25% of 190,000 active; in the data active = fluorescence above about 89;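 note: glutathione beads carrying GST-tagged Bcl family fusion proteins plus one bare bead set; values are compound well signal with DMSO vehicle wells as background; inactives centre near 16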
Bcl-2 Bim block = inhibitors of Bim-Bcl-2 interaction, human | P10415 | Bead-based flow cytometry, Bim peptide-Bcl-2 binding | inhibition, % at 10 µM | 0.06% of 190,000 active; in the data active = inhibition above about 40%; inconclusive = no clear call, values can overlap the other calls;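 note: 0% = no compound wells with probe peptide and 100% = reference peptide inhibitor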
Bim-Bcl-W = disrupts Bim peptide binding to human Bcl-W; Q92843; bead-based flow cytometry; inhibition, % at 10 µM; 0.02% of 190,000 active;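 note: 0% = bound tracer without compound and 100% = peptide blocker; higher means less fluorescent Bim peptide bound to Bcl-W beads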
Bim-Bcl-XL = human Bim-Bcl-XL interaction inhibition | Q07817 | Bim peptide-Bcl-XL binding, bead flow cytometry, fluorescence | inhibition, % at 10 µM | 0.04% of 190,000 active | AID 1007
Bim-Mcl-1 = disrupts Bim peptide binding to human Mcl-1; 0.1% of 190,000 active; Q07820; AID 1009; Bead-based flow cytometry, Bim peptide-Mcl-1 binding; inhibition, % at 10 µM;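 note: 0% = no compound tracer wells and 100% = peptide blocker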
* = called active by the depositor; ? = inconclusive; . = not tested or not shown. Cut-off read from the data, not from the text of the source, unless noted: active = inhibition above about 40%.

RGS7-Gao	Bim-Bcl-B	Bim-Bfl-1	Mcl1 Bid PPI	RGS8-Gao reg	RGS4-Gao reg	GSH fluor	Bcl-2 Bim block	Bim-Bcl-W	Bim-Bcl-XL	Bim-Mcl-1	SMILES
101.2	-22.0	-1.0	-30.0	104.9	103.5	10	-5.0	2.0	-4.0	-3.0	COC(CC(=O)NNC(=S)Nc1ccc(Cl)cc1)OC
100.2	-1.0	-2.0	-19.2	102.0	101.3	25	-3.0	-1.0	1.0	-2.0	COc1ccc(C2N=C(N)N=C(N)N2c2ccc(C)cc2)cc1 (stereo not drawn)
96.0	-4.0	1.0	-5.1	98.5	94.4	8	2.0	2.0	-4.0	0.0	Cc1ccc(C(=O)OCC(=O)Nc2cc(F)ccc2F)cc1NC(=O)c1ccco1
81.0	-1.0	2.0	-30.6	83.3	75.4	7	2.0	-2.0	0.0	-6.0	Cn1c(=O)n(C)c(=O)n(CC(=O)N2CCCCC2)c1=O
105.6	0.0	-4.0	-9.6	97.3	98.5	15	-1.0	-3.0	0.0	-1.0	O=C(COc1ccc2ccccc2c1)Nc1nccs1
102.6	-8.0	-15.0	-4.9	99.5	100.8	33	-8.0	-1.0	-7.0	-4.0	C=CCSc1nc(C)c2cc(C)cc(C)c2n1
98.5	-6.0	-3.0	-1.2	101.9	100.7	14	-6.0	-4.0	-4.0	2.0	CCOc1ccccc1N1C(=O)c2cccnc2C1=O
104.1	-10.0	-17.0	27.8	98.9	100.2	26	-7.0	-1.0	-3.0	0.0	c1ccc(-n2ncc(-c3nn[nH]n3)n2)cc1
97.0	-2.0	-6.0	-15.5	103.8	102.2	12	0.0	0.0	0.0	1.0	CCN(CC)S(=O)(=O)c1ccc(N/N=C/c2ccc(O)cc2)nc1
101.9	-7.0	-7.0	-39.2	105.3	104.6	10	-4.0	0.0	-2.0	0.0	O=c1cc(O)c2ccccc2n1Cc1ccccc1F
95.6	0.0	1.0	-25.7	99.4	96.5	25	1.0	-1.0	-1.0	2.0	O=C(NCC1CCCO1)c1nn2c(c1Cl)NC(c1ccc(F)cc1)CC2C(F)(F)F (stereo not drawn)
99.9	-4.0	-10.0	-46.7	101.8	99.4	15	-4.0	3.0	-2.0	1.0	CCOc1c(N2CCCCC2)c(=O)c1=O
103.5	-3.0	-8.0	-20.3	103.7	104.2	27	-3.0	0.0	9.0	3.0	CCOc1ccccc1N(C(=O)c1ccco1)C(C(=O)NC1CCCC1)c1cccnc1 (stereo not drawn)
102.7	-3.0	-7.0	-1.9	102.2	100.2	23	-2.0	2.0	0.0	1.0	CCSc1nc(N2CCOCC2)c2ccccc2n1
100.7	-5.0	-11.0	-13.4	105.2	103.9	24	-6.0	0.0	-2.0	0.0	CS(=O)(=O)N(CC(N)=O)Cc1ccc(Cl)cc1
96.3	-5.0	4.0	-118.8	97.8	100.5	6	3.0	0.0	-3.0	2.0	COC(=O)C1=C(C(=O)OC)SC(=C2C(=S)C(C)(C)N(C(=O)CC(C)C)c3ccccc32)S1
98.9	-1.0	-2.0	-4.1	94.5	100.4	11	-4.0	-5.0	-2.0	-1.0	CN(C(=O)CC(NC(=O)c1ccccc1)(c1ccccc1)c1ccccc1)c1ccccc1
?	-3.0	-5.0	-20.2	103.2	101.6	18	-3.0	-3.0	-3.0	-4.0	COc1ccc(-c2noc(CCC(=O)NCCc3cccc(C)c3)n2)cc1
103.9	0.0	2.0	-48.5	102.2	100.4	16	3.0	0.0	0.0	1.0	O=C(Cn1nc(C(F)F)cc1C(F)F)NNC(=S)Nc1ccc(Cl)cc1
87.1	-5.0	-6.0	3.5	91.9	89.8	15	-5.0	-2.0	-5.0	-2.0	COc1ccc(C2OC(=O)CC2C(=O)N2CCN(c3cc(Cl)ccc3C)CC2)cc1OC (stereo not drawn)
96.9	-10.0	-15.0	-20.8	100.9	99.5	23	-12.0	-3.0	-8.0	0.0	O=C(O)CCCNCc1ccccc1F
99.6	0.0	-6.0	10.0	97.8	101.2	11	-1.0	0.0	-4.0	34.0	CC(C)CCN1CCN(Cc2cccc3cccnc23)CC1CCO (stereo not drawn)
99.8	-7.0	-15.0	-24.0	99.3	101.6	24	-9.0	-1.0	-3.0	0.0	CC(=O)N1CCc2cc(S(=O)(=O)NCCC(=O)NC3CCN(Cc4ccccc4)CC3)ccc21
102.5	-25.0	3.0	-46.0	94.1	99.7	11	-4.0	-3.0	-8.0	-9.0	COc1ccc(CNC(=S)Nc2ccc(S(N)(=O)=O)cc2)cc1
95.9	-2.0	2.0	-15.5	92.6	99.7	16	-3.0	-2.0	-1.0	0.0	CCOc1ccc(C(C)=O)cc1N1C(=O)C2C(C1=O)C1C=CC2C12CC2 (stereo not drawn)
101.5	-4.0	-1.0	-20.8	100.9	101.1	19	-2.0	-4.0	-4.0	0.0	CC(C)C(c1nnnn1C1CCCC1)N1CCc2ccccc21 (stereo not drawn)
98.9	-15.0	-13.0	-37.9	101.9	101.2	17	-6.0	-7.0	-10.0	-7.0	COc1cc(/C=c2/sc3nc(-c4ccccc4)c(-c4ccccc4)n3c2=O)cc(OC)c1OC
99.0	-1.0	-2.0	-59.2	101.5	102.3	25	-5.0	-2.0	0.0	-2.0	Cc1nnc2ccc(Oc3ccc(-c4ccccc4)cc3)nn12
108.2	-5.0	-1.0	-16.3	99.9	101.7	15	0.0	0.0	-3.0	-2.0	CCOC(=O)COc1cc(O)c2c(=O)cc(-c3ccccc3)oc2c1
105.4	0.0	-2.0	-26.3	109.3	108.1	22	0.0	0.0	-1.0	-2.0	C=CCSC1=C(C#N)C(c2ccccc2Cl)C(C(=O)c2cccs2)C(O)(C(F)(F)F)N1 (stereo not drawn)

Some entries already given, reduced to RGS7-Gao and Mcl1 Bid PPI.
compound | RGS7-Gao | Mcl1 Bid PPI
O=C(COc1ccc2ccccc2c1)Nc1nccs1 | 105.6 | -9.6
CC(=O)N1CCc2cc(S(=O)(=O)NCCC(=O)NC3CCN(Cc4ccccc4)CC3)ccc21 | 99.8 | -24.0
O=C(O)CCCNCc1ccccc1F | 96.9 | -20.8
CCSc1nc(N2CCOCC2)c2ccccc2n1 | 102.7 | -1.9
Cc1ccc(C(=O)OCC(=O)Nc2cc(F)ccc2F)cc1NC(=O)c1ccco1 | 96.0 | -5.1

The list goes on:
RGS7-Gao	Bim-Bcl-B	Bim-Bfl-1	Mcl1 Bid PPI	RGS8-Gao reg	RGS4-Gao reg	GSH fluor	Bcl-2 Bim block	Bim-Bcl-W	Bim-Bcl-XL	Bim-Mcl-1	SMILES
103.0	-5.0	-1.0	-11.2	98.6	96.1	15	0.0	-5.0	-2.0	-3.0	CC(C)[C@@H]1N[C@]2(C(=O)Nc3ccccc32)[C@@H]2C(=O)N(c3cccc(C(F)(F)F)c3)C(=O)[C@@H]21
97.6	-2.0	-16.0	2.9	99.4	97.6	11	-7.0	1.0	-3.0	0.0	Cc1cc(N2CCCCC2)nc(N)n1
104.7	-4.0	-1.0	-0.3	104.4	102.5	5	1.0	0.0	-3.0	-1.0	COC(=O)NNC(=O)CCCOc1ccc(Cl)cc1Cl
99.9	-7.0	-15.0	-4.6	101.9	100.9	34	-6.0	-1.0	-4.0	0.0	N#Cc1ccsc1NC(=O)CN1CCN(c2ccccn2)CC1
101.3	3.0	0.0	-12.7	102.4	103.2	69	2.0	-1.0	-2.0	0.0	O=C(CSc1nc2[nH]ncc2c(=O)n1-c1ccc(Cl)c(Cl)c1)NCc1ccccc1Cl
102.6	0.0	2.0	-0.3	98.7	99.4	17	2.0	-8.0	-8.0	0.0	O=S(=O)(c1ccccc1)N(C1=NCCS1)S(=O)(=O)c1ccccc1
93.7	-2.0	-1.0	-16.2	96.9	96.2	12	-2.0	2.0	-3.0	0.0	CCOC(=O)c1nnn(-c2nonc2N)c1-c1ccccc1Cl
100.0	-3.0	-5.0	-16.1	101.5	101.9	16	-2.0	0.0	-3.0	0.0	O=C(Nc1ccccc1C(=O)NCc1cccnc1)c1cccc([N+](=O)[O-])c1
.	-12.0	-1.0	-5.5	.	.	16	0.0	-1.0	-3.0	-3.0	Cc1ccc(C(=O)N2NC(c3ccccc3F)C3C(=O)N(c4cccc(C)c4)C(=O)C32)cc1 (stereo not drawn)
103.3	-11.0	-9.0	-16.5	102.7	102.0	10	-16.0	-6.0	-14.0	-8.0	COc1ccc(OC)c(NC(=O)CC2SC(=Nc3ccccc3)N(CCc3ccccn3)C2=O)c1 (stereo not drawn)
102.6	-11.0	-10.0	-4.9	101.2	99.3	12	-7.0	-1.0	-3.0	-1.0	Cc1ccc(CNC(=O)CCSCCC(=O)NCc2ccc(C)cc2)cc1
97.8	-7.0	-1.0	-28.0	105.5	98.3	3	0.0	-1.0	-6.0	-5.0	COc1cc(/C=N/NC(=O)CN2CCCCC2)ccc1OCc1ccccc1
?	-3.0	-6.0	-18.5	100.9	103.5	11	-3.0	-1.0	0.0	2.0	O=C(CN1C(=O)NC2(CCCC2)C1=O)NCC1CCCO1 (stereo not drawn)
103.0	-12.0	-7.0	-5.3	100.3	100.9	10	-4.0	-4.0	-7.0	-6.0	CN(C(=S)NC1CCCCC1)C1(c2ccccc2Cl)CCCCC1=O (stereo not drawn)
106.0	-3.0	-3.0	11.3	104.4	98.1	9	0.0	-3.0	-10.0	-3.0	Cc1nc2ccc(NC(=O)c3ccc([N+](=O)[O-])cc3)cc2s1
102.5	-5.0	-8.0	-69.4	99.7	99.7	35	-8.0	0.0	-16.0	0.0	CCOC(=O)C1CCN(C(=O)c2sc3nc(-c4ccccc4)cn3c2C)CC1

Three compounds out of the list, arranged by molecular weight, lowest first:
RGS7-Gao	Bim-Bcl-B	Bim-Bfl-1	Mcl1 Bid PPI	RGS8-Gao reg	RGS4-Gao reg	GSH fluor	Bcl-2 Bim block	Bim-Bcl-W	Bim-Bcl-XL	Bim-Mcl-1	SMILES
106.0	-3.0	-3.0	11.3	104.4	98.1	9	0.0	-3.0	-10.0	-3.0	Cc1nc2ccc(NC(=O)c3ccc([N+](=O)[O-])cc3)cc2s1
103.0	-12.0	-7.0	-5.3	100.3	100.9	10	-4.0	-4.0	-7.0	-6.0	CN(C(=S)NC1CCCCC1)C1(c2ccccc2Cl)CCCCC1=O (stereo not drawn)
102.6	-11.0	-10.0	-4.9	101.2	99.3	12	-7.0	-1.0	-3.0	-1.0	Cc1ccc(CNC(=O)CCSCCC(=O)NCc2ccc(C)cc2)cc1
